# Screening data (PubChem BioAssay)
# EPAC1 antag = EPAC1 (human) antagonism | Potency, µM (titrated, usually from 115 µM), for inactives: top-dose activity change, negative = inhibition, most hits filed as inhibitors | EPAC1 GEF assay, Rap1b-BODIPY-GDP exchange fluorescence | AID 720709 | O95398 | 0.14% of 360,000 active;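 also: potency is read from the fitted curve at half-maximal effect; plate controls were vehicle for no effect and positive control for full effect; nearly all actives have a fitted effect of over 50% in size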
# EPAC2 antagonist = antagonists of human EPAC2 | Q8WZA2 | EPAC2 GEF exchange of Rap1B-BODIPY-GDP, fluorescence | Potency, µM (series often up to 114 µM), without a hit: at the highest dose activity, negative = inhibition, actives largely listed as inhibitors | 0.18% of 360,000 active | AID 720708; also: potency is read from the fitted curve at half-maximal effect; % is scaled to controls: 0 for no effect and ±100 for the full control effect; nearly all actives have a fitted effect of over 45% in size; many of its hits are not listed in these tables
# Target sequence (Q8WZA2 whole entry, looked up): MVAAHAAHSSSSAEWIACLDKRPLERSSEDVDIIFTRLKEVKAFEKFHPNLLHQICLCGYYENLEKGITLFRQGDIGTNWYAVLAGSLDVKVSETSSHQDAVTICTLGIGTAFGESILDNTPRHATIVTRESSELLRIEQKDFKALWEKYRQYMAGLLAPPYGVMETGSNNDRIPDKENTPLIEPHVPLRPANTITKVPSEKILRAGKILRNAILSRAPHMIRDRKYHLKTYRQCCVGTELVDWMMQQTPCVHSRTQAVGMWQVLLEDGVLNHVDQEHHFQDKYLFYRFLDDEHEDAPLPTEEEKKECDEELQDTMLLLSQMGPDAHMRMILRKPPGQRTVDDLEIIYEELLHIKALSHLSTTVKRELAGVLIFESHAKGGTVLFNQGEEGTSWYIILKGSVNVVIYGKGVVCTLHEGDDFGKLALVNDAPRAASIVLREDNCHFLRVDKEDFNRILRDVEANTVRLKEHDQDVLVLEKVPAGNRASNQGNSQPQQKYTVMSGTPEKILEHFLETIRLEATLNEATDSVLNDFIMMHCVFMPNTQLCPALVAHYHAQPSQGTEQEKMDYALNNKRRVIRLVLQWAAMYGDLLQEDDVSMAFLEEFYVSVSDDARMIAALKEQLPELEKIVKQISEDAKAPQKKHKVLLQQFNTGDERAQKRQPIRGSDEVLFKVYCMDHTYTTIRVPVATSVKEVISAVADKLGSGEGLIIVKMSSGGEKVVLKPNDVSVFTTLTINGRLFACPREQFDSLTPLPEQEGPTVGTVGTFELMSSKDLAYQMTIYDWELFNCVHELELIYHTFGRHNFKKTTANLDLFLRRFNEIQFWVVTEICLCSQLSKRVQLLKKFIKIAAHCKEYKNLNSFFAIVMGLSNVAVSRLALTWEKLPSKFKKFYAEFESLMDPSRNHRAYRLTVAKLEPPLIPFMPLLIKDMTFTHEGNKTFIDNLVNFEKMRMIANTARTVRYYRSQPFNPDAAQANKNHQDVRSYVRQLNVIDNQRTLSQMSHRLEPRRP
# WRN helicase inh = blocks human WRN helicase | Q14191 | WRN helicase unwinding, fluorescent forked duplex, kinetic | Potency, µM (titrated, usually from 114 µM), without a hit: at the highest dose activity change, negative = inhibition, actives largely listed as inhibitors | 0.46% of 360,000 active | AID 651768; also: potency is read from the fitted curve at half-maximal effect; % is scaled to controls: 0 for no effect and ±100 for the full control effect; nearly all actives have a fitted effect of over 55% in size
#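 WRN at 20 nM final was preincubated with compound for 15 min at room temperature; reaction started with 100 nM forked duplex oligonucleotide carrying fluorophore and quencher plus 2 mM ATP (final). Unwinding followed kinetically by red fluorescence (ex 525/em 598 nm).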
# CCT chaperon mod = modulators of cytosolic chaperonin (CCT/TRiC) activity; purified chaperonin ATPase assay, HTRF ADP detection, 30 min; activity change, % (no concentration beside the values), hits read low; 0.3% of 360,000 active; AID 651819; in the data active = activity change below about -30%; also: % is scaled to controls: 0 for no effect and ±100 for the full control effect
#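 Nucleotide hydrolysis assay: TRiC at 20–40 nM final (set by batch activity) with 10 uM ATP, 30 min at 37 °C, in presence of 76 uM compound. Detection by competitive ADP HTRF, 30 min ambient.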
# PLK1 PBD block = blocks phosphopeptide binding to human PLK1 polo-box domain; Plk1 PBD binding of FITC phosphopeptide, fluorescence polarization; P53350; 2.8% of 360,000 active; Potency, µM, for the others: max response, negative = inhibition, usual class: inhibitors; also: potency is read from the fitted curve at half-maximal effect; series mostly up to about 57 µM; % is scaled to controls: 0 for no effect and ±100 for the full control effect; nearly all actives have a fitted effect of over 65% in size
# Mm-Cpn inhibitor = inhibitors of Methanococcus maripaludis chaperonin (MmCpn); purified Mm-Cpn ATPase, ADP Transcreener TR-FRET; 0.031% of 330,000 active; Potency, µM (doses to about 76.9 µM), for inactives: at the highest dose activity, negative = inhibition, hits mostly inhibitors; also: potency is read from the fitted curve at half-maximal effect; % is scaled to controls: 0 for no effect and ±100 for the full control effect; nearly all actives have a fitted effect of over 80% in size
#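 ATPase read-out: TR-FRET ADP immunoassay (anti-ADP Eu cryptate vs ADP-d2), ex 320 nm, em 590/665 nm; signal drops as ADP forms. Enzyme 25 nM, ATP 10 uM, 30 min at 37°C after 10 min compound preincubation.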
# EPAC1 ag = EPAC1 (human) agonism. O95398. EPAC1 agonist qHTS, biochemical assay; response scale: 100% = response to 6.5 mM cAMP. Potency, µM (highest dose often 154 µM), for the others: at the top dose activation, usual class: activators. 0.073% of 360,000 active. AID 720707; also: potency is read from the fitted curve at half-maximal effect; nearly all actives have a fitted effect of over 60% in size
#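 EPAC1 100 nM, Rap1B–BODIPY-GDP 250 nM, unlabeled GDP 50 uM; compound titration; 5 min RT; kinetic read ex480/em540 at 5-min intervals ×30 min; data normalized to 6.5 mM cAMP agonist control.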
# PI5P4Ka inh = PI5P4K alpha (human) kinase inhibition | 1.2% of 330,000 active | PI5P4Kalpha enzyme, ADP-Glo luminescence, 60 min; hits give low values | max response, % | P48426; active = max response of -50% or lower; inconclusive = between -30% and -50%; inactive = -30% or higher; also: value at the top dose of about 77 µM; % is scaled to controls: 0 for no effect and ±100 for the full control effect
#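 Compounds were pin-transferred onto PI5P4Kalpha and substrate in HEPES pH 7.4 buffer with EGTA, CHAPS and 5% DMSO. ATP (5 microM final) started the reaction, which ran 60 minutes at room temperature before ADP-Glo detection.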
# Starred values were filed as active, the others as inactive; ? = inconclusive; / = not tested or not shown; [ ] = dose if it differs, or a comment. Unless noted, calls follow the shape of the dose curve; as a rule, active = well fitted curve in the direction sought with a large enough effect; inconclusive = small, poorly fitted or top-dose-only effect, or another doubt; inactive = no such curve, though single readings can be large; an effect the other way counts as inactive or inconclusive. These rows are one share of the data, so the mix of outcomes need not match the whole.
SMILES,EPAC1 antag,EPAC2 antagonist,WRN helicase inh,CCT chaperon mod,PLK1 PBD block,Mm-Cpn inhibitor,EPAC1 ag,PI5P4Ka inh
CC(=O)c1ccc(NC(=O)C(NC(=O)c2ccccc2)=C(C)C)cc1,9.6%,6.0%,-0.5%,-3.2,-5.3%,1.0%,13.0%,-0.2
O=C(NCCCN1CCOCC1)c1c(-c2ccccc2)oc2c1C(OCCCCCO)CCC2 (stereo not given),-7.7%,7.8%,-1.4%,0.2,-11.8%,/,-6.7%,1.9
CCN(CC)S(=O)(=O)c1cc(C(=O)OCC(=O)Nc2cccc(Br)c2)ccc1F,-16.0%,-2.0%,-4.5%,-2.5,-9.0%,-1.0%,-2.4%,4.1
COc1ccc(CC(=O)NCC2CCCCC2)cc1OC,-11.9%,-11.1%,-1.3%,1.7,-7.4%,-1.6%,2.8%,-5.9
COc1ccc(S(=O)(=O)N2CCN(C(=O)C3CCC3)CC2)cc1,-10.0%,4.8%,4.9%,-1.4,-4.1%,3.2%,-0.8%,2.0
CC(C)(C)NCc1cc(Br)ccc1OC1CCCC1,-23.1%,2.4%,1.6%,-1.5,-8.9%,-0.5%,-2.8%,3.1
CC(Cc1cccs1)NC(=O)Nc1ccc([N+](=O)[O-])cc1 (stereo not given),-13.0%,-1.4%[57.1 µM],1.9%,-0.6,-11.0%,3.2%,5.1%,2.2
O=C(/C=C/c1ccccc1O)c1ccccc1,-14.9%,-16.9%,-13.8%,-3.1,-24.1%,/,5.3%,-4.4
Cc1nc(-c2nc(-c3c(C(=O)NNC(=O)Nc4cccc(Cl)c4)noc3C)cs2)cs1,-4.1%,6.0%,-6.0%,-1.9,-3.4%,1.6%,9.1%,1.3
CC(/C=N/NC(=O)c1nn(C)c(C)c1Br)=C\c1ccccc1,1.9%,-1.5%,4.4%,-0.2,-1.9%,-1.1%,-2.7%,4.5
O=C(CN1C(=O)S/C(=C\c2ccc(F)cc2)C1=O)NC1C=CS(=O)(=O)C1 (stereo not given),6.3%,-4.4%,-4.1%[57.1 µM],-0.1,-14.4%,1.0%,-3.0%,-0.3
Nc1ccc(Nc2nc(-c3cccs3)cs2)cc1,-2.8%,-9.1%,0.1%,-0.7,-10.1%,-0.2%,-4.8%,7.3
c1ccc(Cn2c(-c3cncs3)nc3ccccc32)cc1,-0.1%,-9.0%,-11.0%,-0.5,0.5%,-1.7%,3.8%,3.0
O=C(Nc1cccc(S(=O)(=O)N2CCOCC2)c1)c1ccco1,8.2%,14.2%,8.6%,-3.7,-2.1%,-0.9%,-6.8%,-0.4
CC(C)CC(OC(=O)c1nsc(Cl)c1Cl)C(=O)NC1CCCC1 (stereo not given),-25.9%,-6.4%,-34.6%,-0.3,-7.6%,0.5%,-6.4%,-0.1
CC(Nc1ccccc1CO)C(=O)Nc1cccc(Cl)c1Cl (stereo not given),0.4%,-1.9%,-3.2%,-2.5,-8.3%,0.3%,12.8%,8.6
Cc1ccc(NC(=O)C2CCN(S(=O)(=O)c3cnc[nH]3)CC2)nc1,10.2%,4.7%,8.1%,0.4,-5.4%,1.3%,-1.4%,2.2
COc1ccccc1N=C1SCC(=O)N1Cc1ccco1,-4.4%,-16.3%,-10.4%,-2.3,-8.8%,0.8%,8.2%,-8.1
NC(=O)Cn1nnc(-c2ccccc2NC(=O)c2cnccn2)n1,-2.0%,-6.0%,0.1%,-1.5,-2.9%,2.5%,2.0%,5.9
Cc1c(/C=N/O)sc2ccccc12,8.1%,-26.4%,5.9%,-0.5,-13.4%,0.1%,11.1%,5.1
CCN(c1cccc(C)c1)C1C(=O)c2ccccc2N1C(C)=O (stereo not given),-11.8%,-16.5%,11.4%,2.2,-17.5%,0.1%,-1.7%,0.3
CCOC(=O)N1CCN(C(=O)c2ccc(C#CC3(O)CCCCC3)cc2)CC1,-3.6%,-3.5%,0.1%,2.2,-1.0%,3.3%,5.5%,-0.6
Cc1ccc(S(=O)(=O)N(C)C)cc1NC(=O)CCc1ccccc1,21.4%,8.1%,8.3%,-3.8,4.2%,-0.3%,-3.4%,2.7
COC(=O)c1cn(C(C)C(=O)NCc2ccco2)c2ccccc12 (stereo not given),-14.3%,-1.8%,-1.8%,0.7,-0.5%,?,20.7%,-5.3
CNC(=O)c1[nH]cnc1C(=O)Nc1cccc(OC)c1,-0.2%,-5.6%,-15.1%,-1.6,-1.0%,0.6%,4.5%,-9.4
O=C(NCCN1CCN(c2cccc(Cl)c2)CC1)C1CCCN(S(=O)(=O)c2cnc[nH]2)C1 (stereo not given),0.8%,4.2%,0.1%,-1.7,-10.0%,1.0%,5.0%,-0.3
O=C1NC[C@H](CCCCN2C[C@H](Cc3ccc(O)cc3)N(CCc3ccc(O)cc3)C(=O)C2=O)N(Cc2ccccc2)C1=O,-2.4%,3.1%,1.1%,1.8,-11.1%,/,-3.2%,1.4
C/C(=N\NC(=O)c1nnn(-c2nonc2N)c1CN(C)C)c1ccco1,1.2%,5.7%,2.8%,-2.0,-18.5%,-2.9%,9.7%,1.4
Cc1ccc(S(=O)(=O)N2CCOCC2)cc1NC(=O)COC(=O)c1ccc(Cl)nc1,-13.0%,-2.1%,-20.5%,-3.1,-8.6%,0.7%,-5.3%,-5.5
O=C1c2ccccc2C(Nc2ccc(S(=O)(=O)N3CCCCC3)cc2)N1Cc1ccco1 (stereo not given),-3.7%,0.5%,2.1%,-0.1,-9.9%,2.8%,-6.6%,-3.3
O=C(COc1ccc(-c2nnco2)cc1)N1CCN(S(=O)(=O)c2ccc3ccccc3c2)CC1,?,-2.7%,-4.7%,0.4,-6.3%,-0.1%,13.0%,-7.7
O=C1Nc2c(Cl)cccc2C1=O,2.8%,6.8%,-2.9%,1.3,2.1%,/,9.8%,-3.1
CCN(c1ccccc1)S(=O)(=O)c1cc(NC(=O)CN2CCN(C)CC2)ccc1Cl,-16.9%,-15.8%,-29.7%,0.2,-2.9%,-1.4%,6.9%,0.1
CCn1c(=O)n(CC)c2cc(N3CCCC3)c(NC(=O)c3c(F)cccc3F)cc21,2.8%,-4.1%,0.5%,-2.3,-10.4%,0.6%,-9.6%,4.2
CC/C(Cc1ccccc1)=N/NC(=O)CCn1nnc2ccccc21,-6.7%,4.6%,-7.8%[57.1 µM],3.9,-8.6%,-1.2%,11.1%,1.3
Cc1cc(C)cc(NC(=O)Nc2ccc3ccccc3n2)c1,-25.8%,1.4%,-2.6%,-4.1,-2.6%,0.2%,-1.7%,2.6
O=C(COC(=O)c1cc(Br)ccc1O)Nc1ccc2c(c1)OCO2,-15.9%,11.1%,-8.7%,0.2,-6.8%,-1.9%,4.6%,-4.8
CC(NC(=O)C(=O)NCC1CCCO1)c1ccccc1 (stereo not given),8.3%,1.7%,10.5%,-2.6,-4.2%,-0.8%,-1.4%,-3.6
CCCc1cc(C(=O)OC)c(NC(=O)c2cc(C)on2)s1,-11.3%,-1.1%,-2.4%,1.8,-1.1%,-2.2%,8.8%,17.1
Cc1cccc(N2CC(O)(c3cccs3)[N+]3=C2CCCC3)c1C (stereo not given),-16.0%,5.5%,-0.4%,-3.2,-10.9%,-1.3%,12.1%,0.2
COc1ccc(CN2CCCCCC2)cc1OC,14.5%,3.5%,12.8%,1.1,-3.2%,/,1.1%,-9.7
CC1(C)NC(=O)N(CC(O)COc2ccc(N3C(=O)c4ccccc4C3=O)cc2)C1=O (stereo not given),13.0%,27.9%,3.2%,-0.2,0.7%,-1.6%,5.1%,2.9
Cc1cc(S(=O)(=O)NC(=O)[C@H]2O[C@@H](n3cnc4c(N)ncnc43)[C@H](O)[C@@H]2O)ccc1Br,-1.4%,10.9%,-4.0%,0.0,0.9%,/,0.7%,-11.7
COc1ccc(N2CCN(Cc3cc4c(cc3Br)OCCO4)CC2)cc1,-22.3%,-7.7%,2.6%,-1.0,-5.4%,0.9%,1.5%,9.5
COc1ccc(NC(=O)Nc2cccc3[nH]c([C@@H]4O[C@H](CO)[C@@H](O)[C@H](O)[C@H]4O)nc23)cc1OC1CCCC1,2.8%,10.0%,7.9%[57.1 µM],-0.6,1.6%,/,-4.9%,-4.5
CCOc1ccc(NS(=O)(=O)c2ccc(SC)cc2)cc1,-14.7%,1.4%,-6.2%,1.3,-5.5%,-3.9%,11.4%,2.8
CCn1c(C)nnc1SCC(=O)Nc1cccc(Cl)c1,5.9%,0.1%,-0.1%,-2.2,-1.1%,1.8%,16.6%,3.7
O=C(Cn1c(COc2ccccc2)nc2ccccc21)Nc1cc(Cl)ccc1Cl,-14.4%,-11.1%,-7.9%,0.9,-4.5%,-2.6%,9.1%,-6.2
COC(=O)c1sccc1NC(=O)Nc1cccc(F)c1,-2.1%,0.3%,-6.1%,1.3,-4.8%,1.0%,-6.3%,1.0
Cc1nnc(SCCn2c(Br)nc3c2c(=O)[nH]c(=O)n3C)s1,-19.8%,-13.6%[57.1 µM],0.3%,-2.8,-6.4%,1.5%,-5.3%,2.3
O=C(N1CCOCC1)N1CCN(S(=O)(=O)N2CCOCC2)CC1,?,-6.2%,-24.1%,-3.8,-6.0%,0.0%,5.4%,5.4
O=C(CSc1nc2ccccc2[nH]1)NC1CCCC1,9.0%,-0.2%,?,-4.4,-11.3%,-0.1%,-1.4%,-22.7
O=C(N/N=C/c1cn(-c2cccs2)nc1-c1ccccc1)c1ccccc1Cl,-8.0%,-0.3%,-30.8%,-2.4,-0.8%,-3.3%,19.5%,-3.1
CN1OC[C@@H]2CN(C(=O)C(C)(C)C)[C@H](c3cccc(Oc4ccccc4)c3)C[C@@H]21,-1.2%,-13.2%,11.1%,2.8,-0.6%,/,-7.7%,3.0
Cn1c(SCC(=O)c2ccc3c(c2)OCO3)nnc1-c1ccccn1,?,-3.2%,2.2%,-2.0,-3.6%,/,0.0%,1.6
OCCN1CCN(Cc2nc(-c3cccc(Cl)c3)no2)CC1,1.9%,0.2%,-3.0%,-4.0,-15.3%,3.0%,-3.9%,0.4
